D2 antag = antagonists of human D2 dopamine receptor; AID 485344; HEK293 TREx D2 cells, calcium flux, dopamine EC80; 340,000 compounds, 2% hits; inhibition, % at 10 µM; P14416; in the data active = inhibition above about 30%; note: 0% is about no effect
Target sequence (P14416 whole entry, looked up): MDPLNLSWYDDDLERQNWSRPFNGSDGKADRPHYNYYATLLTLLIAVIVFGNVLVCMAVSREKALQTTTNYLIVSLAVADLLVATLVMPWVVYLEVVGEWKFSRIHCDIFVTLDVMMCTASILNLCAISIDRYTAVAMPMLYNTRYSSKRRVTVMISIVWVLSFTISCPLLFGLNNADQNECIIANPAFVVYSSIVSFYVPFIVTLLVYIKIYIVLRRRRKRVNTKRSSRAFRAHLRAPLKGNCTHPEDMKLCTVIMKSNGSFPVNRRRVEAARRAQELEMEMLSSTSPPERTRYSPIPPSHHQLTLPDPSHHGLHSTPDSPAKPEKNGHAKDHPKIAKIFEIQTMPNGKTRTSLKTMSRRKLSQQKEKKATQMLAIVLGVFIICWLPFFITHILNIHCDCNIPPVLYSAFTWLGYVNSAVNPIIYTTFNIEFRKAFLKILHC
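Calcium mobilization kinetics were recorded at 1 s intervals in tetracycline-induced HEK293 T-REx D2 cells, first for 180 s after compound addition and then 180 s after EC80 dopamine.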
D1 PAM = enhances dopamine response at the human D1 receptor | potentiation, % at 10 µM | 360,000 compounds, 0.036% hits | HEK293 TREx D1 cells, calcium flux, dopamine EC20 potentiation | P21728; in the data active = potentiation above about 30%; note: 0% is about no effect
D1 ag = activates the human D1 dopamine receptor; HEK293 T-REx D1 cells, calcium flux, agonist mode; activation, % at 2 µM; 360,000 compounds, 1% hits; note: 0% is about no effect
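Inducible HEK293 T-REx D1 cells, force-coupled to calcium signalling, were plated at 4000 cells/well with tetracycline and held overnight at 30 C. After no-wash calcium dye loading, compound-evoked calcium rise over 180 s flagged agonists.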
RXFP1 antag = RXFP1 (human) relaxin receptor antagonism | 350,000 compounds, 0.59% hits | Q9HBX9 | AID 1259400 | HEK293-RXFP1, relaxin-stimulated cAMP HTRF, 30 min; stronger effect = lower value | activity change, negative = inhibition, % at 57.5 µM;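 active = activity change of -60% or lower, but not beyond a set lower limit; inconclusive = change between -60% and -40%, or beyond the set limit; inactive = change above -40%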; note: % is set by controls: 0 for no effect and ±100 for the full control effect
TRHR agonist = agonists of human TRH receptor; P34981; activation, % at 2 µM; 360,000 compounds, 0.18% hits; TRHR cells, calcium flux fluo-8, FDSS agonist mode; note: 0% is about no effect
Target sequence (P34981 whole entry, looked up): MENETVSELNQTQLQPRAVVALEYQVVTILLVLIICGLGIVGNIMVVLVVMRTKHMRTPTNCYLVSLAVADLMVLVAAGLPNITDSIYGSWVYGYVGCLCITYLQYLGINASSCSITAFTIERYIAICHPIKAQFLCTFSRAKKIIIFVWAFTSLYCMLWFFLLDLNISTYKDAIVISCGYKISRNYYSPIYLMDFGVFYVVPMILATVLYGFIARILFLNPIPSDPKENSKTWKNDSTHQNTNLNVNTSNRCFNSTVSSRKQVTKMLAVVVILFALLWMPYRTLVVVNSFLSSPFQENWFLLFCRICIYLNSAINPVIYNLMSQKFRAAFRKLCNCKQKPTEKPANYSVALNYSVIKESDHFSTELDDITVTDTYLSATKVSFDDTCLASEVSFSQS
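Fluo-8-loaded TRHR cells; 10 s baseline, compound added, kinetic Ca2+ fluorescence read 1/s, agonist mode.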
D2 agonist = D2 dopamine receptor (human) agonism | P14416 | HEK293 T-REx D2 cells, calcium flux agonist mode | activation, % at 2 µM | 340,000 compounds, 0.53% hits | AID 485358;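 active = activation over 3 SD above normal in the single-dose calcium agonist read, cut at about 30% in these data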; note: 0% is about no effect
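Tetracycline-induced HEK293 T-REx cells with force-coupled D2 receptor, plated overnight at 30 C, loaded with no-wash calcium dye. After a 10 s baseline, compound was pin-added and calcium flux read kinetically for 180 s; calcium rises flagged agonists.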
D1 antag = human D1 dopamine receptor antagonism; AID 504652; activity change, negative = inhibition, % at 10 µM; 360,000 compounds, 3.2% hits; P21728; HEK293 TREx D1 cells, calcium flux, dopamine EC80; stronger effect = lower value; in the data active = activity change below about -30%; note: % is set by controls: 0 for no effect and ±100 for the full control effect
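Allosteric or orthosteric antagonism assessed as attenuation of the calcium response to EC80 dopamine, added 180 s after compound, in induced HEK293 Trex D1 cells loaded with no-wash calcium dye.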
TRHR PAM = allosterically enhances the human TRH receptor; P34981; TRHR cells, fluo-8 calcium fluorescence, EC20 TRH enhancement; enhancement, % at 2 µM; 360,000 compounds, 0.66% hits; in the data active = enhancement above about 30%; note: 0% is about no effect
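Enhancer read-out: after compound pinning and an initial kinetic agonist-mode read, an EC20 of TRH (10 nM final) was injected and fluo-8 calcium signal (Ex 480/Em 530) followed at 1 s/cycle for 100 cycles in TRHR-expressing cells.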
D2 PAM = positively modulates the human D2 dopamine receptor allosterically | P14416 | HEK293 T-REx D2, calcium flux, EC20 dopamine potentiation | potentiation, % at 10 µM | 340,000 compounds, 0.34% hits | AID 485347;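 active = potentiation over 3 SD above the plate norm, cut at about 30% in these data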; note: 0% is about no effect
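Cells plated with tetracycline inducer and held overnight at 30 C; calcium dye loaded 30–90 min at room temperature; baseline taken, compound added and read 180 s; EC20 dopamine then added and read 180 s.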
* = called active by the depositor; ? = inconclusive; . = no result given; & = joins results of further samples. Cut-off read from the data, not from the text of the source, unless noted: active = activation above about 30%; inactive = the rest.

SMILES	D2 antag	D1 PAM	D1 ag	RXFP1 antag	TRHR agonist	D2 agonist	D1 antag	TRHR PAM	D2 PAM
O=C(Cn1cnc2ccccc2c1=O)NCc1cccs1	-4	-5	1	-14	-0.1	-0.1	4	-7	-6
COC(=O)c1c(NC(=O)CSc2ncnc3c2cnn3-c2ccccc2Cl)sc2c1CCCC2	-27	-11	4	-5	0.7	0.3	-26	2	-4
COc1ccccc1C(=O)Nc1c(C(=O)N(C)c2ccccc2)sc2nc(C)cc(C)c12	.	-3	0	-8	-0.9	0.8	-15	-6	-8
O=C(c1cc2ccccc2o1)N(Cc1ccco1)Cc1cccs1	-1	-6	4	?	-1.5	1.3	-1	1	0
C/C(=N\NC(=O)c1ccccc1)c1ccc(N2CCCCC2)cc1	-3	-7	2	-3	-0.3	-0.8	3	9	1
CCC(NC(=S)NC1CCCCC1)c1ccc(C)cc1 (stereo unspecified)	10	0	13	.	0.2	0.7	-59*	-2	3
CCOC(=O)NC(=O)c1cn(Nc2ncc(Cl)cc2C(F)(F)F)c(=O)[nH]c1=O	2	-2	2	1	0.2	1.0	-44*	3	1
COc1ccc(C)cc1NC(=O)CCN1CCCC1	-1	-3	1	-2	0.1	-0.6	-1	0	-6
CC(C)CNS(=O)(=O)c1cc(C(=O)OCC(=O)N2CCOCC2)c(Cl)cc1Cl	12	4	1	-12	0.2	-0.5	4	6	-18
COc1ccc(OCC(=O)NNC(=O)c2cccc(S(=O)(=O)N(C)C)c2)cc1	-3	13	1	-4	0.3	-0.3	0	1	-6
Cc1ccc(S(=O)(=O)N(C)C)cc1NC(=S)N(C)C1CCN(C)CC1	30	3	6	3	-0.1	-0.1	1	-6	-25
Cc1ccc(S(=O)(=O)NCC(=O)OCC(=O)Nc2cccc(S(=O)(=O)NC3=NCCCCC3)c2)cc1C	-10	-8	0	12	0.9	0.0	-3	-4	1
CC(NC(=O)CCNS(=O)(=O)c1cccc2nsnc12)c1ccccc1 (stereo unspecified)	11	-6&1	-2&7	-9	-0.4&-0.4	-0.2&-0.4	14&9	-3&1	-7&7
COc1ccc(-n2c(CN3CCN(C)CC3)nc3ccc([N+](=O)[O-])cc3c2=O)c(OC)c1	-11	-5	3	-4	0.6	-0.4	-4	-10	-3
O=C(COc1ccc(Br)cc1)Nc1ccc(C(=O)Nc2ccccc2C(=O)O)cc1	17	0	2	-27	-0.8	-0.5	19	0	-2
FC(F)(F)c1cc(NC2CCCCC2)ccn1	-1	-10	7	6	-1.8	0.1	-9	5	8
Oc1cccc(C2c3[nH]c4ccccc4c3CCN2Cc2cnn(-c3ccccc3)c2)c1 (stereo unspecified)	-14	-2	1	-36	0.2	0.3	-25	2	1
Cc1cc(C)n2cc(CSc3nnc(-c4ccccc4)o3)nc2n1	-6	1	3	-16	-0.5	-1.3	-11	-9	10
Cc1ccccc1-c1noc(-c2cc(C(C)C)[nH]n2)n1	.	-3	0	-11	0.7	0.2	14	-1	8
COc1cccc2c(=O)n(CC(=O)Nc3ccccc3F)ccc12	-3	13	9	.	-0.4	-0.3	28	6	9
CCOC(=O)c1cnn2c(C(F)(F)F)cc(-c3ccco3)nc12	.	9	1	-1	-0.9	.	5	1	.
COc1ccc(NC(=O)c2sc3nc[nH]c(=O)c3c2C)cc1	.	-2	1	5	0.1	.	-7	0	2
COc1ccc(OCCC(=O)OCC(=O)NC(=O)NC2CCCCC2)cc1	-6	3	5	-12	-0.5	0.0	-6	0	4
N#Cc1c(NC(=S)NC(=O)c2ccccc2)sc2c1CCC2	14	4	3	-31	0.3	1.7	-8	28	2
CCCn1c(SCC(=O)N2CCCc3ccccc32)nnc1-c1ccco1	-5	-1	5	-7	-0.1	-0.8	-3	1	19

Just D2 agonist and TRHR PAM, for two of the compounds above:
structure	D2 agonist	TRHR PAM
Cc1cc(C)n2cc(CSc3nnc(-c4ccccc4)o3)nc2n1	-1.3	-9
Cc1ccccc1-c1noc(-c2cc(C(C)C)[nH]n2)n1	0.2	-1

The list goes on.
SMILES	D2 antag	D1 PAM	D1 ag	RXFP1 antag	TRHR agonist	D2 agonist	D1 antag	TRHR PAM	D2 PAM
COc1cc(-c2nnc(SCc3cccnc3)n2C)cc(OC)c1O	5	-3	2	5	-1.0	0.4	3	3	16
O=C(NCCOC(=O)c1ccc(C(=O)OCCNC(=O)c2ccccc2)o1)c1ccccc1	-11	2	5	-2	0.0	0.0	-10	-4	0
COc1ccc(C(=O)N2CCN(c3ncccn3)CC2)cc1	2	-2	3	2	1.3	4.2	4	-1	12
O=C(O)c1ccc(N/N=C/C(Br)=C/c2ccccc2)cc1	-1	-5	3	-26	0.8	-0.6	7	-3	-11
COc1ccc(S(=O)(=O)N2CCCC(C(=O)N3CCN(C)CC3)C2)cc1C (stereo unspecified)	-12	0	-3	6	-1.0	0.0	1	2	-6
CCN1/C(=C\C(=S)Nc2ccccc2)Sc2ccccc21	-14	-2	7	-19	0.0	-0.3	-4	5	-7
Cc1cc(NC(=O)CSCC(=O)N(C)Cc2ccc(Cl)c(Cl)c2)no1	1	1	1	3	-1.0	-0.1	4	0	-6
CN1/C(=C\C(=O)COC(=O)c2ccco2)C(C)(C)c2ccccc21	1	0	14	-4	0.4	-0.4	-9	3	-8
Cc1ccc(NC(=S)N(CCCN2CCOCC2)Cc2cccs2)c(C)c1	-11	-6	-2	-5	-0.1	0.3	-16	2	2
CCNC(=S)Nc1ccccc1-c1ccccc1	17	1	1	-10	0.0	0.5	-18	0	6
CN(Cc1ccccc1)c1c([N+](=O)[O-])c(=O)n(C)c2ccccc12	17	-8	2	0	-0.4	-0.4	-17	-6	-11
CC1CC(NC(=O)N(C)C)N(C)C(=O)N1 (stereo unspecified)	-5	-6	2	4	0.9	2.5	8	3	-15
CCOC(=O)c1cc(S(=O)(=O)Nc2cc(F)ccc2C)[nH]n1	.	-1	0	.	0.1	0.7	-5	0	-3
COc1cc(-c2nc(CN3CCCCC3CCNC(C)=O)c(C)o2)ccc1F (stereo unspecified)	-4	1	1	-5	0.3	0.3	-3	4	-5
COc1ccc(/C=N/Nc2cc(C)nc(N3CCOCC3)n2)c(OC)c1	-3	1	2	-15	-0.4	-0.6	-3	1	7
CC(=C\c1ccccc1)/C=C1/SC(=S)N(CCC(=O)Nc2ccccn2)C1=O	-17	3	2	.	1.4	-0.3	-2	2	6
C/C(O)=C/c1nc2ccccc2[nH]c1=O	-14	4	0	4	0.2	0.0	-3	0	6
CC(=O)c1ccc(NS(=O)(=O)Cc2ccccc2)cc1	12	-5	1	-21	-0.1	0.0	-4	0	-1
COc1ccc(C(CNC(=O)c2ccc(-n3cnnn3)cc2)N2CCOCC2)cc1 (stereo unspecified)	7	-8	1	-9	-0.3	-0.5	-47*	7	7
COCCN(C(=O)c1ccc(N2C(=O)c3ccccc3C2=O)cc1)c1c(N)n(CC(C)C)c(=O)[nH]c1=O	23	-7	1	-12	0.3	0.7	-1	2	5
COc1ccc(NC(=O)CCS(=O)(=O)c2ccc3c(c2)NC(=O)C(C)S3)cc1OC (stereo unspecified)	-3	-4	1	16	0.2	0.7	2	7	8
CC(C)N(Cc1nc(-c2ccccc2)no1)C(=O)CN(C)S(=O)(=O)c1ccc(Br)cc1	-10	-4	2	12	0.2	0.0	4	1	8
CC1CCN(S(=O)(=O)c2ccc3c(c2)N(CC(=O)N(C)Cc2ccco2)C(=O)CO3)CC1	3	-3	1	-7	-1.8	0.4	11	7	6
CNC(=O)CC1C(=O)N(c2ccc(OC)cc2)C(=S)N1NC(=O)c1cccc(F)c1 (stereo unspecified)	7	-5	4	-1	-0.4	0.6	17	4	12
Cc1ccc(N2CC(NS(=O)(=O)c3cccnc3)CC2=O)cc1 (stereo unspecified)	.	1	0	0	-0.8	-0.3	12	6	-3

Later entries.
SMILES	D2 antag	D1 PAM	D1 ag	RXFP1 antag	TRHR agonist	D2 agonist	D1 antag	TRHR PAM	D2 PAM
COc1cc2[nH]c(C(=O)NCC3CCCO3)cc2c(OC)c1OC (stereo unspecified)	55*	-1	3	-9	-1.2	0.0	3	1	-24
COc1ccc(C(=O)N2CCCC(CCC(=O)NCc3ccc(F)c(F)c3)C2)o1 (stereo unspecified)	-3	-4	1	-29	-1.4	-0.8	0	1	-3
CCOc1ccc(S(=O)(=O)Nc2cccc(C(=O)N3CCN(c4ccccc4O)CC3)c2)cc1	-7	.	5	0	-0.1	4.7	-11	2	6
NS(=O)(=O)c1ccc(CCNCC#Cc2ccccc2)cc1	9	3	8	3	-0.2	4.6	2	6	12
C[C@H](NC(=O)c1nc[nH]c1C(=O)N[C@@H](Cc1ccccc1)C(=O)OCc1ccccc1)C(=O)OC(C)(C)C	8	-4	6	.	1.4	-0.2	7	-3	4
COc1ccc(C2Nc3ccccc3C(=O)N2NS(=O)(=O)c2ccccc2)cc1OC (stereo unspecified)	.	-8	3	3	-0.5	.	-20	15	.
CCOc1ccc(Cn2c(CNS(=O)(=O)c3c(C)cc(C)cc3C)nc3cccnc32)cc1	.	-1	2	-12	0.1	0.3	18	1	-2
CCN1C(=NCC(C)C)N[C@@H](CCc2ccccc2)[C@H](C(=O)NCC(C)C)[C@H]1C	-5	-2&5	0&3	.	-0.6&0.0	0.9	-9&1	-5&-3	-6
CCN1CCN(C(=O)c2ccccc2Nc2ccc(SC(F)F)cc2)CC1	.	-7	3	0	-0.1	.	-25	-5	.
CC(=O)NC1C(=O)Nc2c1cccc2C(F)(F)F (stereo unspecified)	-2	9	-1	-4	0.1	-1.0	-24	-4	-5
COC(=O)CCC(=O)COc1ccccc1C#N	8	1	3	-11	0.0	0.6	-3	-7	-9
CCc1ccc(N2C(=O)C(Cl)=C(N3CCOCC3)C2=O)cc1	4	-4	2	4	-0.2	-0.5	-12	-4	-1
CC/C(=N\OC(=O)c1ccc(OC(C)C)cc1)c1ccc(C)cc1	6	-3	8	-27	2.0	-0.2	-2	0	-13
S=C(NCCc1ccccc1)Nc1ccc(Cl)cc1Cl	-2	-5	13	0	-0.6	0.4	-33*	-7	-11
Cc1cccc([S+](=O)([O-])NC2CCN(C#N)CC2)c1	.	0	2	.	1.2	.	-81*	-1	.
COc1ccc(C(CC(=O)c2ccc(C)cc2)Nc2ccc([N+](=O)[O-])cc2)cc1 (stereo unspecified)	3	-7	2	2	0.2	3.4	-1	-2	-24

Among those listed so far, these have an aryl thioether with sulfur outside any ring.
SMILES	D2 antag	D1 PAM	D1 ag	RXFP1 antag	TRHR agonist	D2 agonist	D1 antag	TRHR PAM	D2 PAM
COC(=O)c1c(NC(=O)CSc2ncnc3c2cnn3-c2ccccc2Cl)sc2c1CCCC2	-27	-11	4	-5	0.7	0.3	-26	2	-4
Cc1cc(C)n2cc(CSc3nnc(-c4ccccc4)o3)nc2n1	-6	1	3	-16	-0.5	-1.3	-11	-9	10
CCCn1c(SCC(=O)N2CCCc3ccccc32)nnc1-c1ccco1	-5	-1	5	-7	-0.1	-0.8	-3	1	19
COc1cc(-c2nnc(SCc3cccnc3)n2C)cc(OC)c1O	5	-3	2	5	-1.0	0.4	3	3	16
CCN1CCN(C(=O)c2ccccc2Nc2ccc(SC(F)F)cc2)CC1	.	-7	3	0	-0.1	.	-25	-5	.

High-throughput results deposited in PubChem by National Center for Advancing Translational Sciences (NCATS).
